High-throughput results deposited in PubChem BioAssay by several laboratories.
STAT3 inh – STAT3 signaling inhibition; U3A cells, IL-6 STAT3-luciferase reporter, luminescence; host cell line lacks STAT1; inhibition, % at 5.5 µM; 190,000 tested, 0.89% active;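 active means inhibition above the mean inhibition across all screened compounds plus 3 SD, cut at about 44% in these data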;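 further: 0% = DMSO only wells and 100% = 100 µM nifuroxazide control wells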
bIAP inhibitor – intestinal alkaline phosphatase (bovine) inhibition; purified bovine IAP, CDP-star luminescence, 30 min; inhibition, % at 20 µM; 190,000 tested, under 10 active; AID 1019;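 active means over 50% inhibition of intestinal alkaline phosphatase at 20 µM in the single-dose screen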
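Incubation: 30 min reaction at room temperature / Material: purified bovine intestinal alkaline phosphatase (IAP) enzyme / Input: enzyme at 1/65,000,000 dilution / Dosing: 20 µM single dose / Signal: CDP-star luminescence signal / Reagent: CDP-star chemiluminescent phosphatase substrate, 30 µM final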
ROMK mod – human ROMK K+ channel modulation, primary screen; Tet-inducible ROMK, thallium flux fluorescence; actives lie on both sides; B-score at 10 µM; 130,000 tested, 2% active; AID 1918;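 active means signal ratio slope over the read window, or its plate-corrected B-score, at least 3 SD from the plate mean, either direction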;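 further: B-score of the F/F0 ratio slope over 7 to 12 s after thallium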
PPARg SRC-1 ag – promotes SRC-1 coactivator recruitment by human PPARgamma | P37231 | PPARgamma-SRC-1 coactivator recruitment biochemical assay | activation, % at 8 µM | 200,000 tested, 0.41% active | AID 631; in the data active means activation above about 19%;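 further: 0% = DMSO and 100% = reference agonist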
Target sequence (P37231 whole entry, looked up): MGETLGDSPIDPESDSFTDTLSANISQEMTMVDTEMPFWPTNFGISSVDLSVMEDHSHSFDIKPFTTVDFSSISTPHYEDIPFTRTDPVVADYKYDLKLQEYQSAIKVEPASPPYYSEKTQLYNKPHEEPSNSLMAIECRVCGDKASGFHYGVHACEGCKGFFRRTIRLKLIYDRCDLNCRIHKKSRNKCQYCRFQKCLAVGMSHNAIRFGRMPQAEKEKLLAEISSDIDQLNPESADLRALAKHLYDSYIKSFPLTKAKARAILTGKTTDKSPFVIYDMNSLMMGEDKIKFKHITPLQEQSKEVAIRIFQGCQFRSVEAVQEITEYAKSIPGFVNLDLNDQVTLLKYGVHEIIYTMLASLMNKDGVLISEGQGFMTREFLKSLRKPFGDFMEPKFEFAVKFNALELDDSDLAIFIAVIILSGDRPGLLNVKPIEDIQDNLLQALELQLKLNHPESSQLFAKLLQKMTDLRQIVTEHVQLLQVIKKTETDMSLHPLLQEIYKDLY
TR-FRET SRC-2 ct – TR-FRET artefact, counter-screen to PPARgamma/SRC-2 agonist assay. TR-FRET ratio at 8 µM. 200,000 tested, 0.4% active. hits give high values. AID 1049; in the data active means TR-FRET ratio above about 2000; further: inactives centre near 1500
STAT3 act – increases IL-6 driven STAT3 reporter signal; U3A cells, IL-6 STAT3-luciferase reporter, luminescence; 100% = signal with IL-6 EC80 alone; activation (% of control), % at 5.6 µM; 190,000 tested, 0.91% active; AID 871;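 active means activation above the screen-wide mean of compound activation plus 3 SD, cut at about 130% in these data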;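 further: 0% = background luminescence of wells with medium and substrate only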
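Material: human STAT1-deficient U3A cells with stable STAT3-luciferase reporter / Probe or stimulus: IL-6 stimulus at 33 ng/mL final / Schedule: 1 h compound pre-exposure, 6 h IL-6 stimulation, 37 °C / Technique: luminescence / Read-out basis: percent of IL-6-only median luminescence / Control set: IL-6-only high control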
TNAP act hi DEA – increases human TNAP activity under high phosphate acceptor concentration; purified TNAP, CDP-star luminescence, 1 M DEA, 30 min; hits give high values; 0 = EDTA background, 1 = DMSO-only activity; activation factor at 20 µM; 200,000 tested, under 10 active;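 active means activation factor at least 2 at 20 µM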
Target sequence (P05186 whole entry, looked up): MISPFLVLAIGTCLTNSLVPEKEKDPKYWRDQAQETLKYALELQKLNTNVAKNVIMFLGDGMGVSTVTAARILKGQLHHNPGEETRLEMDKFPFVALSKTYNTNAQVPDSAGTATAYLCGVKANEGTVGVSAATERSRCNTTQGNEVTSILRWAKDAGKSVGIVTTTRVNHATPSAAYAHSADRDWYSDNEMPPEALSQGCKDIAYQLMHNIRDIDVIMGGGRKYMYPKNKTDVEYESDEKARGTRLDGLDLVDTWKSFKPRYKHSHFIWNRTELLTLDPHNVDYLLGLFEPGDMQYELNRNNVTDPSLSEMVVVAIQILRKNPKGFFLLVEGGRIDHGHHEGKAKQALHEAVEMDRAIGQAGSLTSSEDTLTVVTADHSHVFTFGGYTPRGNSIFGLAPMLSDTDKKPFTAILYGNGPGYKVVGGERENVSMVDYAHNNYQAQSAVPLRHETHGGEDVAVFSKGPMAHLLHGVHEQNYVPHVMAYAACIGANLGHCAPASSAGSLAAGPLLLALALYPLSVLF
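Test system – human TNAP · Doses – 20 µM single point · Incubation – 30 min, room temperature · Signal – luminescent substrate turnover signal · Read-out basis – activation factor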
STAT1 blocker – reduces IFN-gamma driven STAT1 reporter signal; NIH 3T3 STAT1-luciferase reporter, luminescence; inhibition, % at 5.5 µM; 200,000 tested, 0.35% active; AID 920;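 active means inhibition above a set limit, the mean inhibition across all tested compounds plus 3 SD, cut at about 34% in these data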;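 further: 0% = IFN-gamma with DMSO and 100% = IFN-gamma with 300 µM nifuroxazide; values of inactives mirror those of a sister screen read the other way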
bIAP act – intestinal alkaline phosphatase (bovine) activation; 200,000 tested, 0.17% active; purified bovine IAP, CDP-star luminescence, 30 min; hits give high values; fold of DMSO-control signal, blank-subtracted; activation factor at 20 µM; AID 1016;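 active means activation factor of 2 or more at 20 µM, a signal rise over negative controls twice the positive control's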
PPARg SRC2 recr – promotes SRC-2 coactivator recruitment by human PPARgamma; P37231; PPARgamma LBD-SRC-2 recruitment, biochemical; activation, % at 8 µM; 200,000 tested, 0.34% active; AID 1032; in the data active means activation above about 22%;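 further: 0% = vehicle and 100% = reference agonist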
PPARg SRC3 recr – promotes SRC-3 coactivator recruitment by human PPARgamma | P37231 | biochemical PPARgamma/SRC-3 coactivator recruitment assay | activation, % at 8 µM | 200,000 tested, 0.26% active | AID 731; in the data active means activation above about 23%;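 further: 0% = DMSO and 100% = reference agonist; some compounds past the cut are filed as inactive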
Active calls of the source: *; . = not tested or not shown.

SMILES	STAT3 inh	bIAP inhibitor	ROMK mod	PPARg SRC-1 ag	TR-FRET SRC-2 ct	STAT3 act	TNAP act hi DEA	STAT1 blocker	bIAP act	PPARg SRC2 recr	PPARg SRC3 recr
Cc1cccc(CCNC(=O)C2CCCN(S(=O)(=O)c3cnc[nH]3)C2)c1 (centres undefined)	0	10	.	5	1534	105	1	5	0.9	6	12
CCCn1c(SCC(=O)Nc2sc(C)c(C)c2C#N)nnc1C(C)C	4	3	.	6	1729	100	1	14	1	4	3
NC1=NC2(CCCCC2)N(c2ccc(F)cc2)C(N)=N1	0	10	.	-4	1611	104	1	-7	0.9	0	4
Cc1cc(F)c(F)c(C(=O)N2CCN(C)CC2)c1Cl	5	20	.	5	1600	100	1	-4	0.8	5	13
COc1ccc(CNC(=O)CCCn2nc(C)c([N+](=O)[O-])c2C)cc1	5	17	-0.07	-2	1527	95	1	-2	0.8	5	-1
Cc1ccc(C(C(=O)Nc2ccc3c(c2)OCO3)N(C)C(=O)Cc2c[nH]c3ccccc23)cc1 (centres undefined)	1	3	0.11	5	1643	102	1.1	3	1	4	6
CCCc1cc(=O)[nH]c(SCc2nc3ccc([N+](=O)[O-])cc3[nH]2)n1	-3	-6	.	2	1588	103	1	-2	1.1	-3	-2
Cc1nc(-c2ccc(NC(=O)C3CCCCC3)cc2)cs1	26	4	1.1	2	1447	83	1	-41	1	8	-2
CCC(C(=O)O)N1C(=O)c2ccccc2C1=O (centres undefined)	4	8	.	10	1565	100	1	-2	0.9	5	1
O=C(c1cccs1)N1CCN(S(=O)(=O)c2ccc(F)cc2)CC1	-3	1	-0.5	-2	1596	104	1.1	5	1	-1	1
CCOc1ccc(C(c2c(O)nc(SC)n(C)c2=O)c2c(O)nc(SC)n(C)c2=O)cc1	9	0	.	-11	1519	102	1	0	1	-5	-17
Cc1ccc2nsnc2c1S(=O)(=O)NCc1cccnc1	1	17	.	-5	1562	103	1	5	0.8	4	7
O=C(Nc1cc(SCCO)cc([N+](=O)[O-])c1)c1ccco1	-10	40	-0.41	-4	1617	106	1	6	0.6	-4	4
O=C(NC1CCCCCCC1)c1cc(COc2ccc3ncccc3c2)on1	79*	-4	-1.7	3	1290	37	1.1	30	1	8	4
COc1ccc(CCNc2oc(COc3ccccc3F)nc2C#N)cc1OC	8	-11	-3.2	5	1571	97	1.1	-1	1.1	4	-2
CC(C)c1ccc(C(=O)NCCCN(C)C)cc1	3	-1	1.3	-2	1628	97	1	7	1	-2	5
O=C(NNS(=O)(=O)c1ccccc1)C1CC(c2cccnc2)=NO1 (centres undefined)	6	12	-0.62	2	1558	97	1	5	0.9	-1	1
CCCCCC(=O)Nc1nc(C)c(-c2csc(Nc3cc(Cl)ccc3OC)n2)s1	8	12	.	9	1699	97	1	0	0.9	7	8
Cc1ccc(-n2c(-c3ccccc3)cc(/C=N/NC(=O)CC#N)c2-c2ccccc2)cc1	-5	-16	0.064	-2	1445	107	1.1	-6	1.2	-3	0
O=C(CNC(=S)N(Cc1ccccc1F)C1CCCCC1)NCC1CCCO1 (centres undefined)	0	-7	0.44	-4	1375	101	1	-4	1.1	-4	-2
CCN=C1SC(CC(=O)Nc2sc(C)c(C)c2C(=O)OC)C(=O)N1CC (centres undefined)	-3	6	-0.47	2	1748	105	1	-3	0.9	5	11
O=C(COC(=O)C1CCCCC1)Nc1ccccc1OC(F)F	4	-2	0.57	6	1488	101	1	4	1	2	5
O=C(COC(=O)CNC(=O)c1ccccc1)Nc1ccc(S(=O)(=O)N2CCCC2)cc1	11	20	0.34	8	1569	93	1.1	2	0.8	8	5
O=C(NCc1cc(C(F)(F)F)cc(C(F)(F)F)c1)C1CC(c2ccccc2[N+](=O)[O-])=NO1 (centres undefined)	-5	8	-0.34	6	1631	111	1	8	0.9	7	2
COc1ccc(/C=N/NC(=O)CNC(=O)c2ccc(S(=O)(=O)N3CCOCC3)cc2)cc1OC	-2	-2	0.93	1	1521	104	1	-11	1	5	2
Cc1nnc(SCc2cccc(CSc3nnc(C)s3)c2)s1	-3	6	-1.1	2	1535	103	1	-14	0.9	-1	-7
CC(C)N1CCN(Cc2ccsc2)CC1CCO (centres undefined)	0	-2	0.76	6	1712	106	1	-6	1	4	2
CCOC(=O)Cc1csc(NC(=O)CC(C)(C)C)n1	-3	3	.	6	1586	106	1.1	-11	1	-5	1
CCOC(=O)N1CCN(c2c(NCCN3CCCCC3CC)c(=O)c2=O)CC1 (centres undefined)	2	-1	.	4	1667	102	1.1	-2	1	4	10
CCOC(=O)N1CCC(N2CCN(CCC(C)C)C(CCO)C2)CC1 (centres undefined)	10	-9	2.4	6	1704	95	1	4	1.1	14	3
CCOC(=O)c1nn(-c2ccccc2)c(=O)c2c(NC(C)=O)scc12	3	3	0.0027	11	1633	99	1	-2	1	-1	5
COc1ccc(NC(=S)Nc2ccccn2)c(OC)c1	-8	15	.	5	1592	114	1	-40	0.9	-3	-1
CCCCOc1ccc(-n2nc(C)cc2C)nn1	8	7	.	4	1686	96	1	-16	0.9	6	1
Oc1ccc(/C=N/Nc2ccccc2)cc1	2	1	0.72	10	1635	101	1	10	1	-5	6
CCOC(=O)Cc1nnc(NC(=O)c2ccccc2OC)s1	26	-14	-0.23	-2	1520	79	1.1	-2	1.1	-4	-2
Cc1cc(=O)[nH]c(N/N=C/c2c(C)nn(-c3ccccc3)c2C)n1	12	-7	-0.36	2	1615	90	1	1	1.1	2	-3
Cc1ccccc1-n1c(C)cc(/C=C(\C#N)C(=O)NCC2CCCO2)c1C (centres undefined)	-27	-1	2.9	8	1680	123	1	-56	1	6	1
CCOC(=O)C1C(=O)OC(C)(C)C1C(CC)C(=O)c1ccccc1 (centres undefined)	8	-9	-0.01	5	1626	97	1	7	1.1	3	-1
Cc1nc2scc(-c3ccccc3)c2c(=O)o1	8	4	-0.51	2	1703	95	1	-2	1	3	1
NN=C1c2cc([N+](=O)[O-])ccc2-c2ccc([N+](=O)[O-])cc21	32	10	0.4	6	1742	77	1	7	0.9	2	1
Cc1scc(-c2n[nH]c(=S)n2Cc2ccccc2)c1C	10	3	.	7	1655	94	1	-9	1	15	1
CC1(C)Cc2nc(NC3CCCCC3)c(C#N)cc2CO1	-8	-18	-2.5*	6	1564	110	1.1	10	1.2	6	4
NS(=O)(=O)c1ccc(CCNC(=O)CCCCCNc2nc(=S)[nH]c3ccccc23)cc1	-7	43	.	-9	1593	105	1	2	0.6	-7	-2
Cc1noc(C)c1C(=O)Nc1ccc2c(c1)CCC2	6	4	-0.46	6	1580	96	1	-2	1	3	-5
COc1ccccc1CNc1ccccc1F	2	0	0.036	5	1544	101	1.1	-14	1	1	3
COCC(=O)NCCc1nc2ccccc2[nH]1	5	12	.	6	1498	96	1.1	-8	0.9	1	4
OCCCN1CCN(CCCOc2ccccc2-c2ccccc2)CC1	20	.	-0.98	4	1776	85	1	8	0.2	-2	6
CCOC(=O)c1cc(-c2ccccc2)sc1NC(=O)c1cc(OC)c(OC)c(OC)c1	-3	5	0.52	4	1500	101	1	6	0.9	-8	1
COCCN(C(=S)Nc1cccc(C)c1)C(C)c1cccnc1 (centres undefined)	0	-7	0.72	2	1540	106	1	-4	1.1	7	-5
CCN(c1ccccc1)S(=O)(=O)c1ccc(Cl)c(NC(=O)COC(=O)c2ccc(Cl)c(N)c2)c1	-5	5	0.34	0	1613	108	1	-2	0.9	-7	6

5 records drawn at random from those above, as already listed:
SMILES	STAT3 inh	bIAP inhibitor	ROMK mod	PPARg SRC-1 ag	TR-FRET SRC-2 ct	STAT3 act	TNAP act hi DEA	STAT1 blocker	bIAP act	PPARg SRC2 recr	PPARg SRC3 recr
COCC(=O)NCCc1nc2ccccc2[nH]1	5	12	.	6	1498	96	1.1	-8	0.9	1	4
OCCCN1CCN(CCCOc2ccccc2-c2ccccc2)CC1	20	.	-0.98	4	1776	85	1	8	0.2	-2	6
CCN(c1ccccc1)S(=O)(=O)c1ccc(Cl)c(NC(=O)COC(=O)c2ccc(Cl)c(N)c2)c1	-5	5	0.34	0	1613	108	1	-2	0.9	-7	6
NS(=O)(=O)c1ccc(CCNC(=O)CCCCCNc2nc(=S)[nH]c3ccccc23)cc1	-7	43	.	-9	1593	105	1	2	0.6	-7	-2
Cc1scc(-c2n[nH]c(=S)n2Cc2ccccc2)c1C	10	3	.	7	1655	94	1	-9	1	15	1

The listing continues.
SMILES	STAT3 inh	bIAP inhibitor	ROMK mod	PPARg SRC-1 ag	TR-FRET SRC-2 ct	STAT3 act	TNAP act hi DEA	STAT1 blocker	bIAP act	PPARg SRC2 recr	PPARg SRC3 recr
OC(COC(c1ccc(Cl)cc1)c1ccc(Cl)cc1)CN1CCc2ccccc2C1 (centres undefined)	3	9	-1.5	-2	1474	99	1	7	0.9	2	4
CCCCNC(=O)Nc1nnc(-c2ccc(OCC)cc2)o1	9	22	-0.012	-2	1713	96	1.1	6	0.8	15	7
S=C(Nc1ccc(Cl)cc1)Nc1ccc2cn[nH]c2c1	11	-6	-0.49	-5	1285	92	1	1	1.1	-7	-2
Cc1ccc(CNC(=O)CN2C(C)CCCC2C)cc1 (centres undefined)	4	3	0.52	2	1539	98	0.9	5	1	-8	1
CCc1ccc(/C=C2\SC(=S)N(CCC(=O)N3CCN(C)CC3)C2=O)cc1	12	4	-0.24	8	1609	99	1	-7	1	3	-1
Cc1cc(C)n(-c2cc(N3CCN(C(=O)c4cccc(F)c4)CC3)ccc2[N+](=O)[O-])n1	15	-6	-0.66	3	1759	90	1	5	1.1	0	4
COc1ccc(NC2CS(=O)(=O)CC2OC(=O)c2ccc(F)cc2)cc1 (centres undefined)	6	10	0.27	0	1452	99	1.1	-2	0.9	-5	-7
O=C(Cc1ccccn1)Nc1ccccc1	11	26	.	1	1526	98	1	-3	0.7	-4	-5
O=C(CN1C(=O)c2cccc3cccc1c23)NCc1ccc2c(c1)OCO2	-11	15	-0.11	2	1432	108	1.1	0	0.8	1	-9
Cc1ccc(NC(=O)C2=C(O)CCn3c2nc2ccccc23)cc1	-47	2	.	0	1456	149*	1	-12	1	-1	-1
NS(=O)(=O)c1ccc(CCNC(=O)c2ccccc2F)cc1	10	6	0.71	7	1457	98	1.1	-7	0.9	-3	-7
COc1ccc(N)cc1C#N	4	12	.	2	1506	104	1.1	0	0.9	3	-8
COCC(=O)Nc1ccc(S(=O)(=O)Nc2ncccn2)cc1	0	5	-0.17	4	1598	99	1	3	0.9	12	13
COC(=O)C1=C(N)Oc2cc(C)n(CC3CCCO3)c(=O)c2C1c1ccc(Cl)c(Cl)c1 (centres undefined)	8	-15	.	5	1566	94	1.1	1	1.1	0	6
CC(C)C12CN3CC(C(C)C)(CN(C1)C3c1ccccc1O)C2=O (centres undefined)	1	7	1.2	5	1598	100	1	-1	0.9	7	22
